From PubChem
Large T inhibition – TAg ATPase/helicase activity blockers – biochemical (AID 1903). inhibition, % at 20 µM, or IC50 in µM where a hit was titrated. SV40 large T antigen ATPase/helicase inhibition assay; higher % means a stronger effect. 0.39% of 310,000 active; in the data active means a potency from the dose series; inconclusive means inhibition mostly from about 32% at the one dose, without a potency; inactive means the rest, 99 in 100 with inhibition below about 32%; further: strong numbers were not always called active
Rac1 GTP hydrolysis – MgcRacGAP GTPase-activating activity inhibitors, confirmation, biochemical, ADP Hunter fluorescence. MgcRacGAP-stimulated Rac1 GTP hydrolysis, ADP Hunter fluorescence; higher % means a stronger effect; GST-tagged Rac1 F28L mutant substrate. one-dose inhibition, % at 30 µM; IC50 in µM for titrated hits. 0.6% of 340,000 active;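 active means first-screen hits whose inhibition reached a set limit at any dose in the follow-up dose series; inconclusive means inhibition above the set first-screen limit but never retested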;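 further: fluorescence reports GDP produced by GAP-driven GTP hydrolysis; strong numbers were not always called active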
Salmonella PhoP GFP – inhibitors of PhoP regulon expression, primary screen, Salmonella Typhimurium, GFP reporter (AID 1863); S. Typhimurium PhoP-regulated promoter GFP reporter, 4 h; higher % means a stronger effect; 0.16% of 300,000 active; one-dose inhibition, % at 50 µM; IC50 in µM for titrated hits;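 active means inhibition over 29.93%, a cutoff 3 SD above the screen mean, later confirmed by dose response; inconclusive means inhibition over 29.93% but no dose response follow-up; inactive means inhibition at most 29.93% or unconfirmed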;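 further: 0% = low Mg2+ inducing control and 100% = high Mg2+ repressing control; strong numbers were not always called active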
RSV antiviral HEp-2 – inhibition of RSV-induced cytopathic effect – HEp-2 cells, primary 10 µM value included (AID 2391) | CPE inhibition, % at 10 µM; hits with a dose series show IC50 in µM | HEp-2 cells, RSV-induced CPE inhibition; higher % means a stronger effect | 0.13% of 310,000 active; in the data active means a potency from the dose series; inconclusive means CPE inhibition mostly from about 23% at the one dose, without a potency; inactive means the rest, 99 in 100 with CPE inhibition below about 21%; further: strong numbers were not always called active
NTR1 agonist – agonists of NTR1, primary screen, imaging, U2OS cells, beta-arrestin-GFP, high content (AID 493036) | P30989 | NTR1-U2OS beta-arrestin-GFP spot imaging, agonist mode | activation, % at 20 µM | 0.17% of 330,000 active;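 active means activation at or above 40% of the spot to cytoplasm intensity ratio, with at least 20 cells analyzed; inconclusive means wells under 20 cells, flagged as cytotoxic or low count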;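 further: 0% = DMSO without peptide and 100% = 100 nM NTR1 peptide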
Target sequence (P30989 whole entry, looked up): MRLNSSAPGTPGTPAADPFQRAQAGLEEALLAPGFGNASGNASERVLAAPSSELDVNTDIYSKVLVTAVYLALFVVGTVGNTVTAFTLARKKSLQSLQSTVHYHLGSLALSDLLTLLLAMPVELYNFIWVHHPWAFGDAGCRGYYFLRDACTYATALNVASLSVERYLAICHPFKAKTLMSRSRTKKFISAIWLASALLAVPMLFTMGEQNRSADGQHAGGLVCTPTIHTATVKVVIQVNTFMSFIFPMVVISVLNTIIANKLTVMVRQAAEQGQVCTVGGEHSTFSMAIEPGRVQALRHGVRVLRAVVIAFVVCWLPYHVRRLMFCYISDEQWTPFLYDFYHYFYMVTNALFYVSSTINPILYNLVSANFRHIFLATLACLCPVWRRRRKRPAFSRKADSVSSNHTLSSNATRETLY
Myeloid diff MLP – myeloid differentiation induction; ER-HoxA9 myeloid progenitors, lysozyme-GFP differentiation, flow cytometry; calls only at 10 µM; 1% of 360,000 active;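 active means normalized GFP-positive differentiation at or above the plate's own cutoff, the solvent-only control mean plus 3 SD; inconclusive means no clear call, values can overlap the other calls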;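 further: cells exposed to compound for four days before flow analysis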
UTI89 phage lysis – inhibition of K1F phage lysis, E. coli UTI89, bacterial capsule biogenesis inhibitors, alamar blue (AID 488966) | inhibition, % at 100 µM; hits with a dose series show IC50 in µM | 0.02% of 340,000 active | E. coli UTI89 K1F phage lysis, alamar blue, 2 h; higher % means a stronger effect;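 active means phage lysis inhibition, versus mean bacterial control, above a set limit; inconclusive means no clear call, values can overlap the other calls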;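 further: capsule biogenesis inhibitors block K1F phage lysis so surviving cells raise fluorescence; higher fluorescence means more inhibition of phage lysis; actives were called in the ten point dose series up to 300 µM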
TNAP activation fold – human TNAP enzyme activators, primary screen, biochemical, luminescent, no phosphate acceptor, uHTS (AID 1001). purified TNAP, luminescent activation assay, no phosphate acceptor; higher activation fold means a stronger effect. one-dose activation fold at 20 µM; EC50 in µM for titrated hits. 0.03% of 200,000 active; in the data active means activation fold from about 3, or a potency from the dose series; inactive means the rest, 99 in 100 with activation fold below about 1.6; further: many of its hits are not listed in these tables
T cell HTS – T cell immune modulation candidate | 0.068% of 330,000 active | calls only at 7 µM | AID 2052 | 2C CD8+ T cell-vesicle binding, flow cytometry; active compounds read low;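 active means response, share of CD8 T cells binding vesicles, and their 90th percentile fluorescence all below set limits, cut at about 80% in these data, passing the limit was not always enough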
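Material: 2C TCR transgenic mouse naive CD8+ T cells, MACS-purified. Also added: QL9-charged Drosophila Ld/ICAM-1/B7-1 vesicles. Timing: binding 1.5 h at 37 °C. Measured by: high-throughput flow cytometry with anti-B7-1 and anti-CD8 staining. Read-out: percent CD8+ FL2 mean versus row control. Controls: Unloaded micro-vesicles (low), QL9 vesicles with 0.7% DMSO (high).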
T cell HTS vesicle-bound % – also measured in T cell HTS; calls as there; double positive events, %; measured here: CD8+ vesicle-bound cell fraction;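 binding gate set so that unloaded-vesicle control wells show 10% double positive cells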
NTR1 agonist cell count 20 µM – recorded beside NTR1 agonist, whose call it bears; cell count; measured here: cell count, cytotoxicity flag
Myeloid diff MLP GFP+ MAC1+ % – second read-out of Myeloid diff MLP, no call of its own (marks repeat the call); GFP+ MAC1+ double positive, %; measured here: differentiation confirmed by MAC1 staining
Active calls of the source: *; i = inactive; ? = inconclusive; · = no result given; + = active, no number; [ ] = another dose, or the depositor's remark.

smiles	T cell HTS	RSV antiviral HEp-2	Salmonella PhoP GFP	NTR1 agonist cell count 20 µM	Myeloid diff MLP GFP+ MAC1+ %	TNAP activation fold	UTI89 phage lysis	NTR1 agonist	Large T inhibition	Rac1 GTP hydrolysis	Myeloid diff MLP	T cell HTS vesicle-bound %
COc1ccc(Cn2nnnc2CN2CCN(c3ccc(OC)cc3)CC2)cc1	i	1.6%	1.6%	59	0.8	1	-0.5%	0.7	24.3%	21.5%	i	33.9
CCCCCOc1ccc(C(=O)OCC(=O)Nc2cc(C)on2)cc1	·	·	·	67	0.4	·	1.2%[50 µM]	1.6	·	6.4%	i	·
Cc1ccc(S(=O)(=O)N2CCCC(c3nc(-c4ccc(C)o4)no3)C2)cc1 (stereo not given)	i	?	-3.5%	77	6.0	1.1	0.3%	-0.4	6.1%	10.2%	i	18.5
CSc1ccc(CCNC(=O)CCc2nnc3ccc(N4CCCC4)nn23)cc1	i	1.0%	·	46	2.1	·	-0.2%	2.8	·	3.4%	i	23.8
CCCOc1cccc(C2/C(=C(\O)c3ccc4c(c3)OCCO4)C(=O)C(=O)N2CCCn2ccnc2)c1 (stereo not given)	i	0.9%	7.3%	40	1.8	·	-5.0%	-0.5	7.0%	0.0%	i	33.0
CN1C(=O)[C@@H]2[C@H](C1=O)[C@@H]1C(=O)Nc3ccccc3C(=O)N1[C@@H]2c1cccc(Br)c1	i	0.2%	-7.9%	86	2.1	·	2.4%	-0.6	10.7%	1.4%	i	45.6
COc1ccc(CCn2c(C)cc(C(=O)CN3C(=O)C(=O)N(Cc4ccco4)C3=O)c2C)cc1	i	5.5%	·	43	7.1*	·	0.7%[50 µM]	1.9	·	4.9%	+	42.6
Cc1ccc(NC(=O)C2CCCN(S(=O)(=O)c3cccnc3)C2)cc1C (stereo not given)	i	2.6%	4.9%	52	1.0	·	0.4%	0.9	19.1%	-22.8%	i	17.5
Cc1ccc(C(=O)CN2C(=O)NC3(CCc4ccccc43)C2=O)s1 (stereo not given)	i	-0.2%	·	46	0.3	·	-0.2%[50 µM]	-2.0	·	6.7%	i	20.9
O=c1[nH]c(C2CCN(S(=O)(=O)c3ccc4c(c3)OCCO4)CC2)nc2c1nnn2Cc1cccc(F)c1	i	67.8%	1.6%	41	0.4	·	0.0%	1.5	5.7%	8.2%	i	32.8
COC(=O)c1ccc(NC(=O)c2cccc(NC(=O)c3ccco3)c2)cc1	i	1.6%	-6.9%	54	0.4	·	0.3%	-0.6	19.0%	4.4%	i	58.2
CCc1cc2c(SCc3nc4sc(C(C)=O)c(C)c4c(=O)[nH]3)ncnc2s1	i	4.3%	-17.5%	57	0.2	·	0.1%	5.2	16.1%	8.9%	i	49.1
CCC(=O)c1ccc(OCC(=O)NCc2ccccc2CN2CCCC2)cc1	i	·	·	52	0.3	·	0.2%[50 µM]	0.0	·	5.5%	i	19.0
CCOC(=O)c1ccc(N2CSC3=C(C#N)C(c4cccs4)CC(=O)N3C2)cc1 (stereo not given)	i	0.2%	10.4%	47	1.9	1.1	0.0%	2.8	28.9%	14.6%	i	20.7
COc1ccc(CN2CCC(n3nccc3NC(=O)C3CCCC3)CC2)cc1	i	0.4%	-0.9%	50	0.4	·	1.1%[50 µM]	-0.8	13.3%	7.3%	i	24.0
O=C(O)CCC(=O)N1N=C(c2ccco2)CC1c1cccs1 (stereo not given)	i	1.2%	-9.0%	57	0.7	1.1	1.0%	0.9	7.8%	6.1%	i	6.5
COc1cccc(Nc2nc(=O)[nH]nc2C)c1	i	1.8%	-8.3%	60	1.3	1.2	0.8%	-1.6	9.3%	4.5%	i	21.7
CCOc1ccc(S(=O)(=O)NCCC(=O)N(C)CC(=O)Nc2ccc(N3CCOCC3)cc2)cc1	i	-1.1%	-5.1%	64	·	·	-0.1%	-1.0	20.0%	11.1%	·	31.0
COc1ccc(CNC(=O)CSc2nnc(C3CC3)n2C2CC2)cc1	i	2.1%	·	71	0.8	·	0.6%[50 µM]	3.1	·	6.0%	i	61.6
O=C(NC1CCOc2ccccc21)c1ccc(Cl)nc1 (stereo not given)	i	0.8%	-8.4%	47	1.3	·	0.2%	1.0	4.8%	9.4%	i	38.9
CS(=O)(=O)c1ccc2nc(NC(=O)c3ccccc3Br)sc2c1	i	2.9%	-1.8%	65	0.1	·	0.2%	-0.1	9.0%	12.5%	i	10.8
Cc1ccc(OCCCC(=O)Nc2ccc(S(=O)(=O)Nc3cc(C)on3)cc2)cc1	i	2.7%	-5.0%	79	0.9	1.2	0.0%	-2.2	28.1%	3.8%	i	46.3
O=[N+]([O-])c1cccc(S(=O)(=O)N2CCCCC2c2cccnc2)c1 (stereo not given)	i	1.4%	-8.8%	71	2.7	·	3.1%	-0.1	3.4%	2.2%	i	44.1
O=C(Cc1ccccc1)c1c[nH]c(C(=O)NCc2ccncc2)c1	i	1.4%	10.5%	56	0.4	1.2	0.5%	2.5	6.7%	0.7%	i	11.2
OC(CNC1CCCc2ccccc21)COc1ccc2ccccc2c1 (stereo not given)	i	1.4%	12.7%	72	0.0	1.1	-0.4%	0.6	8.8%	14.8%	i	55.6
CCOC(=O)C1CCCN(C(=O)c2ccccc2[N+](=O)[O-])C1 (stereo not given)	i	0.4%	-1.9%	60	0.2	1.1	0.2%	1.9	0.9%	3.2%	i	46.8
COC(=O)c1ccc(N2CCN(C)CC2)c(NC(=O)COc2cccc(C)c2)c1	i	0.4%	-1.1%	50	0.2	·	0.0%	3.5	-7.7%	3.4%	i	41.5
CCC(O)(C#CCN1CCCCC1)CC	i	1.3%	-11.2%	31	0.2	1.1	4.5%	1.7	7.4%	6.1%	i	38.5
NC1=NC(c2ccc(Cl)cc2)N(c2ccc(S(N)(=O)=O)cc2)C(N)=N1 (stereo not given)	i	1.8%	-2.0%	54	1.5	·	0.0%	0.8	2.1%	8.6%	i	21.7
COCCn1c(-c2cc(OC)c(OC)c(OC)c2)nc2oc3ccccc3c(=O)c2c1=O	i	4.7%	·	90	0.5	1.1	0.0%	0.4	·	10.4%	i	15.6
COc1ccc(CNC(=O)CN2CCN(S(=O)(=O)c3ccccc3)CC2)cc1	i	1.3%	·	114	0.3	·	0.8%[50 µM]	-1.2	·	2.8%	i	37.5
Cc1ccc(-n2nc3c(c2NC(=O)c2ccc(F)c(F)c2)CS(=O)(=O)C3)cc1	i	0.1%	7.6%	71	0.9	·	-0.2%	3.3	10.1%	-0.4%	i	37.1
CCC1CCc2c(n(C)c3ccccc3c2=O)O1 (stereo not given)	i	9.1%	15.6%	50	1.8	1	1.3%[50 µM]	2.6	-0.9%	5.1%	i	17.7
COc1ccc2nc(NC(=O)CCNC(=O)c3ccco3)sc2c1	i	1.4%	·	49	0.7	·	1.8%[50 µM]	-1.4	·	8.6%	i	41.0
CC(=O)Oc1ccc2c(C)cc(=O)[nH]c2c1	i	1.7%	2.3%	34	0.9	1.1	0.7%	0.1	1.6%	9.5%	i	29.8
CN1CCCC2(CCCN(Cc3nc(Cc4cccc(C(F)(F)F)c4)no3)C2)C1 (stereo not given)	i	-3.1%	-11.1%	57	0.1	1.1	0.2%	4.0	7.3%	8.3%	i	64.1
COc1ccccc1N1CCN(S(=O)(=O)c2ccc3c(c2)NC(=O)C(C)S3)CC1 (stereo not given)	i	2.0%	-10.3%	52	1.1	·	1.5%	2.1	15.1%	7.9%	i	28.9
COc1ccc(OCC(N)=O)cc1	i	0.3%	-4.9%	84	0.8	1.1	0.0%	-1.0	3.5%	6.4%	i	34.8
COc1cccc(-c2cc(C(=O)N3CCOCC3)no2)c1	i	-0.6%	-9.0%	43	0.6	·	-0.2%	0.5	-2.7%	2.9%	i	38.7
COCCn1c(SCC(=O)Nc2nc3ccccc3s2)nnc1-c1ccoc1C	i	0.6%	-2.0%	89	0.6	·	-0.1%	0.4	10.2%	4.1%	i	7.4
COc1ccccc1NC(=O)c1sc2ncn(Cc3cccc(C)c3)c(=O)c2c1C	i	-1.7%	8.9%	56	0.1	1	0.2%	1.8	3.0%	8.0%	i	22.6
O=C(COC(=O)CNC(=O)c1ccccc1F)Nc1nnc(-c2ccccc2)o1	i	-0.4%	-12.1%	61	0.9	·	1.1%[50 µM]	-0.1	15.8%	6.4%	i	39.7
CCOc1cc(/C=N/NC(=O)c2cc(-c3ccccc3)nc3ccccc23)ccc1O	i	38.8%	23.1%	60	0.6	·	0.4%	4.9	-6.3%	9.3%	i	37.2
COc1ccccc1N1CCN(C2CCCN(C(=O)CCc3c(C)noc3C)C2)CC1 (stereo not given)	i	-1.4%	3.4%	58	·	·	2.3%	2.0	-7.8%	1.6%	?	7.8
COc1ccc(S(=O)(=O)n2[nH]c(=O)c(CCO)c2C)cc1	i	1.6%	-2.2%	58	6.8	·	-0.1%	1.8	-0.6%	4.9%	i	16.5
CN(C1CCCCC1)S(=O)(=O)CCNC(=O)c1ccccc1	i	-1.3%	-4.6%	69	0.5	·	0.9%[50 µM]	0.3	15.4%	2.1%	i	52.1
Cc1nc(N2CCCC2C(=O)O)c2oc3ccccc3c2n1 (stereo not given)	i	2.5%	-2.4%	42	0.7	1.1	2.0%	-0.6	1.1%	13.7%	i	10.2
O=C(CCc1nnc(CCC2CCCCC2)o1)NCCc1cccnc1	i	-1.5%	·	93	0.0	1.1	1.0%	-0.5	·	1.6%	i	66.7
COc1cc2ccccc2cc1C(=O)NC(=S)Nc1cccc(C(=O)O)c1	i	8.8%	7.1%	43	0.2	1.1	·	0.5	10.7%	·	i	52.4
COc1ccc(CCNC(=O)c2ccc(CNS(=O)(=O)c3cc(C)ccc3C)cc2)cc1OC	i	15.0%	7.8%	69	0.3	1	8.7%	2.3	5.1%	3.9%	i	28.7
C/C(=N\NC(=O)c1cccc(F)c1)c1cccc(NC(=O)c2ccc(F)cc2)c1	i	-0.4%	-4.9%	79	0.4	1.1	0.1%	2.0	8.6%	6.2%	i	33.5
CCN1CCN(c2ccc(S(=O)(=O)N3CCOCC3)cc2NC(=O)C(C)Oc2ccc(F)cc2)CC1 (stereo not given)	i	0.2%	·	81	0.2	·	0.8%[50 µM]	-2.6	·	-1.0%	i	13.4
